# Assay outcomes: PubChem, National Center for Advancing Translational Sciences (NCATS)
# Tau fluor cs – counter-screen for tau fibril formation inhibitors. AID 1463. Potency, µM (doses to about 57.7 µM), for the others: at the highest dose activity change, negative = decrease. 280,000 tested, 0.93% active. tau K18 P301L Alexa594 fluorescence, heparin fibrillization; further: on the % scale 0 is the no-effect control and ±100 the full control effect; nearly all actives have a fitted effect of over 55% in size
#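 Human tau K18 P301L (15 uM unlabeled, 0.24 uM Alexa 594-labeled) in 100 mM sodium acetate pH 7 with 20 uM heparin, 6 hr at 37 C. ThT 30 uM added, 1 hr ambient; Alexa 594 FP and total fluorescence read at 555/632 nm.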
# HTT ATP protect – protects HTT-Q103 PC12 cells, measured by ATP. PC12 HTT-Q103 induced, cytoprotection, ATP luminescence, 40 h. Potency, µM (titrated, usually from 56.4 µM), without a hit: cytoprotection (ATP increase), hits mostly activators. 230,000 tested, 0.14% active;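 further: % of control where 0% means no effect; nearly all actives have a fitted effect of over 45% in size; toxic huntingtin expression switched on by the ecdysone agonist tebufenozide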
#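 PC12 cells with ecdysone-inducible HTT exon 1 Q103-GFP, induced with 100 nM tebufenozide and co-treated with library compounds in a dose series (1536-well, 1500 cells/well). Cytoprotection read as ATP content by ATPlite luminescence.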
# Tau FP inhib – inhibitors of human tau fibril formation; K18 P301L tau heparin fibrillization, Alexa594 FP, 6 h; Potency, µM (top dose mostly 57.7 µM), for the others: at the highest dose activity, negative = inhibition, hits mostly inhibitors; 280,000 tested, 0.39% active; AID 1468; further: on the % scale 0 is the no-effect control and ±100 the full control effect; nearly all actives have a fitted effect of over 55% in size
# Target sequence (P10636 561-689 P618L limits assumed): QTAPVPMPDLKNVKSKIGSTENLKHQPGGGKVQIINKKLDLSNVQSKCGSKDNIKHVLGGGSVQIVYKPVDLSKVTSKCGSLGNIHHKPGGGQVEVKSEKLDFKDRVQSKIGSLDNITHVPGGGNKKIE
#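 FP of Alexa 594-tau after heparin (20 uM) induction. Substrate: human K18 P301L, 15 uM unlabeled, 0.24 uM labeled. Buffer 100 mM sodium acetate pH 7. 6 hr, 37 C.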
# TRb SRC2 PPI – TRbeta-SRC2 interaction inhibition; P10828; TRbeta-SRC2 peptide binding, fluorescence polarization; receptor liganded with 1 µM T3; Potency, µM (top dose mostly 106 µM), for inactives: at the highest dose activity change, negative = inhibition, actives largely listed as inhibitors; 280,000 tested, 0.065% active; AID 1469;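 further: plate controls were bound peptide for no effect and peptide without receptor for full effect; nearly all actives have a fitted effect of over 50% in size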
# Target sequence (P10828 whole entry, looked up): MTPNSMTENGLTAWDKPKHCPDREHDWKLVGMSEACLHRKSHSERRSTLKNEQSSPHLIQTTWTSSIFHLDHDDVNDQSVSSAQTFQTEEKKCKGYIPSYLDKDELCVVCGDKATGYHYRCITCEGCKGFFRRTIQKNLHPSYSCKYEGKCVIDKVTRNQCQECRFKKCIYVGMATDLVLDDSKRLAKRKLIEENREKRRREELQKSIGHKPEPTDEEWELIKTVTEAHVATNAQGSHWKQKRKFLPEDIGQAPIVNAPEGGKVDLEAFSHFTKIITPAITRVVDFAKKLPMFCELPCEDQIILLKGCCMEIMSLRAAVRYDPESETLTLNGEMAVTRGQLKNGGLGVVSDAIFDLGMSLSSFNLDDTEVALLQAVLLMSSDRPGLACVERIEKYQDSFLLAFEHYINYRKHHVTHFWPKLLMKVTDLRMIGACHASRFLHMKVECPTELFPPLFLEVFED
#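 Compounds were added to 0.6 uM TRb ligand-binding domain and 20 nM Texas Red-labeled SRC2 peptide in Tris buffer containing 1 uM T3, incubated 5 hr at ambient temperature, then read by fluorescence polarization.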
# TexasRed fluor – Texas Red fluorescence interference in TRb-SRC2 counter-screen; TRb/SRC2 Texas Red total fluorescence interference; Potency, µM (series often up to 106 µM), for inactives: at the highest dose fluorescence change, negative = quenching; 280,000 tested, 0.29% active; active means well fitted curve in either direction with a large enough effect; inconclusive means small, poorly fitted or top-dose-only effect; further: on the % scale 0 is the no-effect control and ±100 the full control effect
#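 Human TRβ ligand-binding domain (0.6 uM) and Texas Red SRC2 peptide (20 nM) in Tris buffer with 1 uM T3 and 5% DMSO were incubated with pinned compound for 5 hr at ambient temperature. Total fluorescence was computed as S + 2P (555/632 nm).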
# Tau ThT inhib – inhibitors of human tau fibril formation, thioflavin T binding | P10636 | recombinant tau K18 P301L (four-repeat tau fragment), heparin-induced fibrillization, ThT fluorescence | Potency, µM (doses to about 57.4 µM), inactives show at the top dose activity, negative = inhibition, hits mostly inhibitors | 270,000 tested, 2.1% active; further: on the % scale 0 is the no-effect control and ±100 the full control effect; nearly all actives have a fitted effect of over 55% in size
#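 Aggregation was driven by heparin (20 uM final) acting on recombinant tau […] bearing P301L in 100 mM sodium acetate pH 7; fibrils were detected with Thioflavin T.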
# RECQ1 inh – blocks DNA unwinding by human RECQ1. P46063. RECQ1 DNA unwinding, red fluorescence kinetic read. Potency, µM (highest dose often 57.3 µM), inactives show top-dose activity, negative = inhibition, actives largely listed as inhibitors. 240,000 tested, 0.54% active. AID 2549;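 further: plate controls were vehicle for no effect and no enzyme for full effect; nearly all actives have a fitted effect of over 30% in size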
#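 RECQ1T1 50 nM; forked duplex (20 bp + 30-nt ss tails) 200 nM, ATP 2 mM final; pH 8.0, 2 mM MgCl2, 2.5 ug/ml poly(dI-dC); 15 min compound preincubation; discontinuous kinetic read over 2 h at RT.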
# L3MBTL1 inh – L3MBTL1 (human) inhibition; AlphaScreen L3MBTL1–H3K9me1 peptide binding; AID 485360; Q9Y468; 230,000 tested, 0.66% active; Potency, µM (titrated, usually from 57.1 µM), without a hit: at the top dose activity, negative = inhibition, usual class: inhibitors; further: on the % scale 0 is the no-effect control and ±100 the full control effect; nearly all actives have a fitted effect of over 60% in size
#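 AlphaScreen proximity signal between nickel-chelate acceptor and streptavidin donor beads (final 10 ug/mL) reports binding of 50 nM L3MBTL1 to 75 nM biotin-H3 K9me1 peptide; complex incubated with compounds 30 min at room temperature; cefsulodin titration as control.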
# * marks the source's active call; other numbers are inactive results; i = inactive; ? = inconclusive; nt = not tested or not shown; [ ] = remark or other dose. Unless noted, the call rests on the fitted dose curve; in most records, active means well fitted curve in the direction sought with a large enough effect; inconclusive means small, poorly fitted or top-dose-only effect, or another doubt; inactive means no such curve, though single readings can be large; an effect the other way counts as inactive or inconclusive. Potency means the concentration at half of the fitted maximal effect. An excerpt; rates above refer to the full screens.
SMILES,Tau fluor cs,HTT ATP protect,Tau FP inhib,TRb SRC2 PPI,TexasRed fluor,Tau ThT inhib,RECQ1 inh,L3MBTL1 inh
CCOC(=O)C1=C(CN2CCN(C)CC2)NC(=O)NC1c1ccc(F)cc1 (configuration not stated),-10.8%,nt,-1.7%,7.9%,5.7%,-7.9%,nt,nt
O=C(CN(C1CCCCC1)S(=O)(=O)c1ccc(Br)cc1)NCc1cccnc1,-12.0%,-4.1%[10 µM],1.9%,-2.5%,0.9%,-6.1%,-7.9%,1.5%
COc1ccc(S(=O)(=O)N2CCCCC2)cc1Br,-8.9%,-3.0%,-4.3%,-6.5%,-3.9%,2.2%,-5.2%,nt
COC(=O)C1CCN(S(=O)(=O)c2cc3c4c(c2)CC(=O)N4CCC3)CC1,-1.3%,nt,-5.1%,5.0%,-0.9%,-4.7%,nt,nt
CCCN(CCC)C(=O)Cn1c(=O)n(-c2ccc(Cl)cc2)c(=O)c2c3c(sc21)CCCC3,-4.5%,nt,-11.7%,1.2%,-7.7%,-0.3%,nt,nt
CC(C)C[C@H](NC(=O)c1[nH]cnc1C(=O)Nc1ccccc1)C(=O)OC(C)(C)C,?,-4.5%[10 µM],22.4µM*,0.8%,-0.6%,9.0%,-28.4%,nt
COC(=O)CSc1nc(C)c(C)c(C)c1C(N)=O,18.3%,6.6%,6.2%,-1.6%,-4.8%,19.4%,19.8%,-1.5%
Cc1ccc(-c2nnc(-c3cccc(NC(=O)c4cccs4)c3)o2)cc1,?,-15.4%,-15.1%,9.6%,-3.4%,7.2%,-8.4%,6.4%
CCN1CCCC1CNc1ncnc2c1[nH]c1ccc(F)cc12 (configuration not stated),-23.2%,-5.6%[0.074 µM],1.1%,-6.4%,-3.3%,-9.7%,-11.4%,nt
Cc1[nH]c(=O)[nH]c(=O)c1S(=O)(=O)N1CCOCC1,17.4%,-7.3%,5.9%,0.0%,-4.4%,18.5%,i,4.2%
CC1CCCCN1S(=O)(=O)c1ccc(NC(=O)c2cccc(-n3cnnn3)c2)cc1 (configuration not stated),17.8µM*[quencher],-21.2%,?,-2.0%,-0.3%,9.2%,-12.4%,3.5%
Cc1cc(Oc2ccccc2)nc(N)n1,0.7%,-9.6%,-5.2%,1.6%,-1.5%,-7.2%,3.2%,nt
CN(C)C(=O)c1cn(N(C)c2ncc(C(F)(F)F)cc2Cl)c(=O)c2ccccc12,-8.4%,-14.9%,-5.5%,-1.0%,-6.5%,-7.8%,-5.2%,-2.4%
COc1ccc(-c2nnc(N(C)C(=O)c3ccno3)s2)cc1,-7.6%,-17.2%[10 µM],5.6%,1.6%,2.6%,?,i,26.3%
CCOC(=O)/C(C#N)=C1/C(=O)N(Cc2ccccc2)c2ccccc21,-12.0%,-35.6%[inhibitor],-2.3%,-5.9%,-4.2%,?,-0.4%,nt
COc1cccc(-n2c(SCC(=O)Nc3ccc4c(c3)OCO4)nc3c([nH]c4ccccc43)c2=O)c1,?,nt,-4.1%,5.7%,0.2%,0.7%,nt,nt
CCCCCCNC(=O)CSc1nccn1Cc1ccccc1,-13.6%,4.7%[10 µM],-0.5%,2.6%,-1.0%,-12.6%,i,nt
N#Cc1c(SCC(=O)O)nc(-c2ccccc2)c2c1CCCC2,-20.3%,-21.8%,-4.0%,-2.6%,-1.2%,-22.4%,8.7%,-0.6%
O=[N+]([O-])c1cccc(COc2ncnc3cc([N+](=O)[O-])ccc23)c1,-28.2%,1.6%[10 µM],4.3%,-4.2%,-6.8%,?,-5.6%,-14.5%
CC1(C)CN(c2ccc(CC#N)cc2)C1=O,-6.6%,-30.3%[inhibitor],-0.7%,4.3%,-0.4%,-0.8%,-2.4%,32.3%[activator]
NS(=O)(=O)c1ccc(NC(=S)Nc2ccc(S(=O)(=O)N3CCCC3)cc2)cc1,?,-5.1%,?,1.3%,-1.4%,-12.5%,-12.8%,nt
CS(=O)(=O)c1ccc2nc(NC(=O)c3ccc(NS(=O)(=O)c4ccc(F)c(F)c4)cc3)sc2c1,?,21.0%[10 µM],?,16.1%,-6.1%,nt,31.6µM*,nt
COc1ccc(N=C2SC(CC(=O)Nc3ccccc3)C(=O)N2Cc2ccco2)cc1 (configuration not stated),?,14.7%[10 µM],?,-1.5%,-0.6%,3.2%,-10.3%,-4.5%
COC(=O)C1CCN(C(=O)COc2cc3sc(C)nc3c3sccc23)CC1,-6.7%,-4.6%,3.0%,-5.1%,-4.5%,-1.6%,-3.1%,nt
CC1(C)Cc2ccccc2C(NNC(=O)c2ccccc2)=N1,-9.2%,-25.9%,-2.0%,-0.8%,-2.0%,-5.0%,3.7%,nt
# Remaining list, next part
SMILES,Tau fluor cs,HTT ATP protect,Tau FP inhib,TRb SRC2 PPI,TexasRed fluor,Tau ThT inhib,RECQ1 inh,L3MBTL1 inh
CCCCC(CC)CNC(=O)CCCCCn1c(=O)[nH]c2ccsc2c1=O (configuration not stated),-14.2%,nt,-6.5%,-1.2%,-0.8%,-2.2%,nt,nt
COc1ccc(N2CCN(C(=O)CSc3nnc4c(C)cc5ccccc5n34)CC2)cc1,-8.0%,22.7%[10 µM],5.2%,-4.0%,2.4%,?,-29.5%,-2.1%
CCn1c(SCC(=O)N/N=C/c2ccncc2)nc2ccccc21,-2.7%,-3.9%[10 µM],0.1%,-14.3%,-2.7%,-4.9%,-14.2%,46.3%[activator]
Cc1ccc(C(=O)N/C(=C/c2ccco2)C(=O)NCCc2c[nH]c3ccccc23)cc1C,?,-35.5%,9.9%,-6.8%,-1.6%,?,-9.2%,-1.8%
COc1cc(C(=O)OCC(=O)Nc2cc(C)on2)c([N+](=O)[O-])cc1OC,-16.5%,-13.0%,-3.3%,-0.7%,0.2%,-17.8%,i,nt
COc1ccc(/C=C/C(=O)c2ccccc2O)cc1,-13.0%[11.6 µM],-2.7%[10 µM],7.6%[11.6 µM],4.0%[11.2 µM],-0.6%[11.2 µM],?,4.5%[11.5 µM],-11.2%
COC(=O)C1C(=O)c2c([nH]c(C(=O)OC3CCCC3C)c2C)CC1C (configuration not stated),-14.2%,-13.1%[10 µM],4.4%,-3.4%,-0.2%,?,-15.4%,-0.9%
Nc1nnc(Cc2ccccc2)s1,-6.5%,-9.8%,0.9%,-15.7%,-1.3%,-11.9%,-8.1%,nt
CN(C)S(=O)(=O)N1CCC(C(=O)O)(c2ccccc2)CC1,-5.7%,-4.9%[10 µM],1.5%,-16.8%,2.6%,-1.1%,-1.0%,12.8%
Cc1cc(C)c2c(c1)cc(C)c1nnc(SCC(=O)N3CCCc4ccccc43)n12,-11.4%,14.3%[10 µM],2.4%,-14.8%,-1.7%,?,-7.3%,-1.6%
O=C(CCc1ccccc1)NNC(=O)c1ccco1,-0.7%,2.9%,-0.9%,-4.2%,-1.8%,-7.7%,i,-0.1%
COc1ccc(C2C=C(c3ccc(C)cc3)Nc3ncnn32)cc1 (configuration not stated),-6.6%,-14.6%,8.1%,-26.9%,-8.2%,-3.1%,i,31.6%[activator]
CCN(C(=S)Nc1cc(S(=O)(=O)N2CCOCC2)ccc1Cl)c1cccc2ccccc12,-24.4%,-44.9%[10 µM],?,2.5%,-1.2%,?,i,-0.4%
CC1(C)Cc2cccc(OCC(=O)N3CCN(S(=O)(=O)c4ccc(F)cc4)CC3)c2O1,-5.6%,8.1%[4.97 µM],-3.9%,-8.9%,-1.5%,-4.2%,-6.6%,-2.6%
Fc1ccc(/C=C2\CCCC3=C2Nc2ncnn2C3c2ccc(F)cc2)cc1 (configuration not stated),-3.0%,-98.4%[inhibitor],-11.4%,-8.0%,0.3%,?,-10.9%,-9.9%
CCC(=O)NCc1c(C)c(C)n(Cc2ccccc2)c1-n1cccc1,-4.6%,-23.6%,2.0%,3.3%,-0.6%,-5.5%,i,6.5%
CCOc1ccc(N2CC(C(=O)NCCN3C(=O)S/C(=C\c4ccc(OC)cc4)C3=O)CC2=O)cc1 (configuration not stated),-11.3%,-20.6%[10 µM],-6.4%,0.2%,-2.1%,?,-8.5%,-16.5%
CC(C)(C)NC(=O)CCC1COc2ccccc2O1 (configuration not stated),-4.2%,-3.7%,-7.5%,7.0%,2.8%,-7.6%,i,nt
Cc1ccc(S(=O)(=O)N2CCCCC2)cc1NC(=O)COc1ccccc1F,-2.6%,1.4%[10 µM],-0.9%,0.5%,0.4%,7.8%,-1.2%,1.7%
c1ccc(-c2ccccc2OCCN2CCCCC2)cc1,8.3%,-15.8%[10 µM],3.8%,-3.0%[53 µM],0.0%[53 µM],2.3%,-8.2%,-11.0%
Cc1ccc(C)c(NS(=O)(=O)c2cc(C(=O)NCc3ccco3)ccc2C)c1,-23.1%,4.5%,-2.4%,-9.4%,-2.7%,-15.7%,-2.8%,nt
O=C(CNC(=O)Cn1ccc2ccccc2c1=O)NCCCN1CCN(c2cccc(Cl)c2)CC1,-10.8%,-26.4%,-4.7%,-17.0%[53 µM],2.4%[53 µM],0.2%,i,1.6%
CCCCc1nc(SCCOC)c2c(=O)n(C)c(=O)n(C)c2n1,-10.9%,6.7%[10 µM],6.1%,-1.2%,-1.3%,-13.7%,-4.8%,9.1%
COc1cc(NC(=O)c2ccc(Cl)cc2)c(OC)cc1NC(=O)CN1CCCCC1,-25.3%,-16.4%[10 µM],3.3%,3.8%,-2.3%,?,-18.0%,-0.2%
COc1cccc(C2CC(c3ccc(NS(C)(=O)=O)cc3)=NN2C(=O)c2ccccc2)c1OC (configuration not stated),?,-49.6%[inhibitor],2.4%,-7.5%,-0.2%,-7.8%,-3.9%,nt
